proCasp3 act: procaspase-3 (human) activation; P42574; AID 463141; 330,000 tested, 0.11% active; recombinant procaspase-3 D3A, Ac-DEVD-pNA absorbance 405 nm; activation, % at 8.5 µM;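 active means activation above the mean of all tested compounds plus 3 SD, cut at about 21% in these data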;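 further: 0% = DMSO alone and 100% = DMSO wells spiked with extra 5 µM PC-3 D3A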
Target sequence (P42574 whole entry D9A/D28A/D175A): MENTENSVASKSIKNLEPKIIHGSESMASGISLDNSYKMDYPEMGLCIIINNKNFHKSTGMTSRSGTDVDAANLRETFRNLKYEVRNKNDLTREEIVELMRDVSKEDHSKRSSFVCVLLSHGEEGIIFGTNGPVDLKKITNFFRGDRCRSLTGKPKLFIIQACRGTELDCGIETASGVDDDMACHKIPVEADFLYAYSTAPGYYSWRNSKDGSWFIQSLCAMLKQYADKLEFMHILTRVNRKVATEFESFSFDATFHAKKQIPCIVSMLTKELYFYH
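System: Procaspase-3 D3A mutant. Medium: Zinc-free 300 mM NaCl, 50 mM HEPES, 0.01% Triton X-100. Schedule: 1 h preincubation plus 2 h reaction at 25 °C. Measured by: 405 nm absorbance of p-nitroaniline, reads at 0 and 120 min. Read-out: percent activation relative to control range.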
procasp7 counter: activates human procaspase-7, counter-screen for procaspase-3 activators; activation, % at 8.5 µM; P55210; recombinant procaspase-7, Ac-DEVD-pNA absorbance 405 nm; D23A/D198A/D206A triple mutant, cannot self-cleave; scale: DMSO 0, 5 µM enzyme 100; 330,000 tested, 0.093% active; AID 463210;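 active means percent activation above the screen-wide mean plus 3 SD, cut at about 25% in these data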
Target sequence (P55210 whole entry D23A/D198A/D206A): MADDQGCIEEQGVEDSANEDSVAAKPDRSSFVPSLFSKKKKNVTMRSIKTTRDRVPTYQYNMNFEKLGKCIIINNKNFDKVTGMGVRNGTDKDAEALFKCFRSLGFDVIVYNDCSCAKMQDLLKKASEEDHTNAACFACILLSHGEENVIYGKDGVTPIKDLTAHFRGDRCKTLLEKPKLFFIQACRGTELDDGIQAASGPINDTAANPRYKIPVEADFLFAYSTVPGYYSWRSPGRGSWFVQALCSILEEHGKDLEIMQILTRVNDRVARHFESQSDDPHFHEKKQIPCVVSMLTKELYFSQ
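Assay system: Uncleavable procaspase-7 mutant enzyme / Input: 2 µM procaspase-7 mutant as dispensed / Dosing: single nominal 8.5 µM compound dose, 0.8% DMSO final / Timing: 1 h enzyme–compound preincubation and 2 h substrate reaction, both 25 °C / Detection: p-Nitroaniline absorbance at 405 nm, read at 0 and 120 min / Replication: singlicate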
MEP2-GFP yeast: alters MEP2-GFP fluorescence in TOR pathway yeast screen; AID 2016; GFP response vs DMSO, % at 10 µM; 330,000 tested, 0.51% active; S. cerevisiae MEP2-GFP strain, flow cytometry GFP, 3 h; 100% = DMSO control level;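 active means GFP response versus DMSO above a set limit, roughly screen mean plus 3 SD, cut at about 180% in these data; inconclusive means fewer than 70 cells counted for a yeast strain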;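 further: median GFP fluorescence of the barcode-gated MEP2-GFP cells per well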
CIT2-GFP yeast: yeast TOR pathway CIT2-GFP modulation; GFP response vs DMSO, % at 10 µM; 320,000 tested, 0.065% active; S. cerevisiae CIT2-GFP strain, flow cytometry, 3 h; 100 means same as DMSO wells;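 active means GFP response relative to DMSO above a set limit, near the screen mean plus 3 SD, cut at about 150% in these data; inconclusive means Fewer than 70 cells measured for a yeast strain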;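 further: ratio of well median GFP fluorescence to mean of DMSO wells on the plate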
LAP4 TOR yeast: modulators of TOR pathway LAP4-GFP in S. cerevisiae | S. cerevisiae LAP4-GFP multiplex, flow cytometry GFP, 3 h; median GFP as percent of DMSO wells | GFP response vs DMSO, % at 10 µM | 320,000 tested, 0.34% active | AID 2023;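 active means GFP response vs DMSO above a set limit, about the screen mean plus 3 SD, cut at about 150% in these data; inconclusive means under 70 cell events counted for the yeast strain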
RPL19A-GFP yeast: yeast TOR pathway RPL19A-GFP modulation; S. cerevisiae RPL19A-GFP strain, flow cytometry, 3 h; hits give low values; percent response vs DMSO, % at 10 µM; 330,000 tested, 0.3% active;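 active means percent response vs DMSO below 50%; inconclusive means fewer than 70 events counted for the yeast strain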;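 further: median channel GFP fluorescence of the barcoded RPL19A-GFP strain; ratio of sample median GFP to plate DMSO average so 100% = DMSO; lower means less RPL19A-GFP as with rapamycin TOR inhibition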
AHR activator: human AHR activation; P35869; AHR-responsive luciferase reporter cells, luminescence; activation, % at 5 µM; 320,000 tested, 2.5% active; AID 2796; in the data active means activation above about 47%;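 further: 0% = vehicle wells and 100% = reference agonist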
AGP1-GFP MLPCN: yeast TOR pathway AGP1-GFP modulation. GFP response vs DMSO, % at 10 µM. AID 2066. 320,000 tested, 0.02% active. S. cerevisiae AGP1-GFP multiplex flow cytometry, 3 h; GFP as percent of DMSO wells;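 active means GFP response relative to DMSO above a set limit, near screen average plus 3 SD, cut at about 150% in these data; inconclusive means fewer than 70 cells counted for the yeast strain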;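 further: median GFP channel fluorescence of the gated AGP1 strain per well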
* marks the source's active call; other numbers are inactive results; ? = inconclusive; / = no result given.

Each structure is followed by: LAP4 TOR yeast	procasp7 counter	RPL19A-GFP yeast	AGP1-GFP MLPCN	proCasp3 act	MEP2-GFP yeast	CIT2-GFP yeast	AHR activator
> COC(=O)Nc1ccc(N=C(N)N[N+](=O)[O-])cc1
 : 105	-3	99	105	3	100	101	0
> COc1cc(/C=N/NP(=S)(c2ccccc2)c2ccccc2)ccc1O
 : 92	-15	103	104	2	102	111	0
> O=S(=O)(c1ccc(Cl)cc1)N1CN2CCN(C2)C1
 : 102	3	100	103	2	103	102	-5
> O=C(C1CC(=O)N(C2CCCCCCC2)C1)N1CCC2(CC1)OCCO2 (stereo not given)
 : 96	-15	/	101	5	102	106	-1
> Cn1cccc1/C=C1/C(=O)NC(=S)N(Cc2ccc(F)cc2)C1=O
 : 128	-5	96	92	-7	82	80	-1
> O=c1[nH]c(=S)n(C2CC2)c(O)c1/C=N/Nc1ccccc1
 : 83	-17	110	102	-7	93	101	21
> NP(=O)(OCCCCc1ccccc1)Oc1ccccc1Cl (stereo not given)
 : 126	-9	95	87	-3	90	84	1
> Nc1ccc(Br)cc1C(=O)c1ccccc1
 : 94	-7	108	89	8	108	95	13
> CCCCn1c(C)c(C(=O)O)c2cc(OC)ccc21
 : 108	-4	96	88	6	97	92	1
> CCN1CC2(COC(=O)c3ccccc3N)CCC(OC)C34C5CC6C(OC)CC(O)(C5C6OC)C(O)(C(OC)C23)C14 (stereo not given)
 : 98	2	97	97	0	101	101	0
> Cc1ccc2c(c1)C(c1ccccc1)=NCC(=O)N2C
 : 116	6	102	119	-6	102	99	2
> O=C(O)C1Cc2ccccc2N2CCCC12 (stereo not given)
 : 114	12	103	110	0	108	106	1
> OC(c1cccc(Cl)c1)(c1cccc(Cl)c1)C1CN2CCC1CC2 (stereo not given)
 : 114	-4	105	101	-1	96	99	1
> CNC(=S)NC1CC2CCCC(C1)N2CC(C)C (stereo not given)
 : 94	9	98	102	-7	99	95	0
> CNCC(O)c1cc(OCc2ccccc2)c(OCc2ccccc2)cc1F (stereo not given)
 : 111	6	107	99	11	100	93	1

Compound profiles (already shown). Values in the order: LAP4 TOR yeast, procasp7 counter, RPL19A-GFP yeast, AGP1-GFP MLPCN, proCasp3 act, MEP2-GFP yeast, CIT2-GFP yeast, AHR activator
`COC(=O)Nc1ccc(N=C(N)N[N+](=O)[O-])cc1` is listed as 105, -3, 99, 105, 3, 100, 101, 0
`O=C(O)C1Cc2ccccc2N2CCCC12` (stereo not given) is listed as 114, 12, 103, 110, 0, 108, 106, 1
`Nc1ccc(Br)cc1C(=O)c1ccccc1` is listed as 94, -7, 108, 89, 8, 108, 95, 13
`O=S(=O)(c1ccc(Cl)cc1)N1CN2CCN(C2)C1` is listed as 102, 3, 100, 103, 2, 103, 102, -5

(cont.)
Each structure is followed by: LAP4 TOR yeast	procasp7 counter	RPL19A-GFP yeast	AGP1-GFP MLPCN	proCasp3 act	MEP2-GFP yeast	CIT2-GFP yeast	AHR activator
> CN1/C(=C\C=C2C(=O)NC(=O)NC2=O)C(C)(C)c2ccccc21
 : 111	-42	95	99	-17	100	97	-2
> S=C(NC1CCCCC1)N1CCC(c2cnc[nH]2)CC1
 : 100	10	101	100	-12	97	98	5
> CN(C)C(=O)O/N=C(\N)COc1ccc(C(C)(C)C)cc1
 : 120	0	95	62	-13	94	104	1
> CCOC(=O)c1ccc(N=Cc2c(O)n(-c3ccc(OC)cc3)c(=S)[nH]c2=O)cc1
 : 94	-26	108	105	-14	108	107	0
> COc1ccccc1CN1CCN(C(=O)Cc2ccccc2)CC1
 : 93	-10	98	91	5	102	93	2
> Nc1ccncc1
 : 97	8	97	96	10	94	96	1
> CC(O)(CS(=O)(=O)c1cccc(C(F)(F)F)c1)C(=O)Nc1ccc(C(F)(F)F)cc1 (stereo not given)
 : 98	-4	104	106	2	106	98	6
> Cc1c(C(=O)Nc2ccccc2)c2cc(O)ccc2n1Cc1ccccc1
 : 98	-3	104	103	-14	107	105	37
> CN1CCN(c2c(C#N)c(C(F)(F)F)nn2C)CC1
 : 97	6	104	107	-14	100	110	0
> O=C(Nc1ccc(Br)cc1)c1nn(C23CC4CC(CC(C4)C2)C3)cc1Br
 : 102	-3	97	99	0	97	96	0
> O=C1Nc2ccccc2/C1=C/c1nc2ccccc2c(=O)n1-c1ccc(O)cc1
 : 98	5	87	91	-4	101	97	7
> O=C(O)Cn1cc(C=C2C(=O)NC(=O)NC2=O)c2ccccc21
 : 95	-12	106	104	-8	103	103	13
> c1cncc(CNCCc2c[nH]c3ccccc23)c1
 : 93	7	93	98	6	94	93	1
> N#CCCn1cc(C(=O)Nc2ccccc2Br)c(-c2ccc([N+](=O)[O-])cc2)n1
 : 92	6	105	103	7	105	104	-1
> CC(=O)O[C@@H]1CC[C@]2(C)C3CC[C@]4(C)C(=O)[C@H](O)CC4C3[C@@H](OC(C)=O)C[C@H]2C1 (stereo not given in full)
 : 93	-10	98	96	7	96	102	-1
> Cc1cccc(N=Cc2c(O)n(-c3ccccc3C)c(=O)[nH]c2=O)c1
 : 102	-4	96	102	-2	102	98	1
> Cc1cc(NC(=O)COC(=O)c2c(C)nn(Cc3ccccc3Cl)c2Cl)no1
 : 95	7	98	104	-10	102	102	-3
> CCC(=NCc1ccc2c(c1)OCO2)c1c(O)n(C)c(=O)n(C)c1=O
 : 105	5	104	105	12	107	105	27
> Cc1ncc(CN2CCCC(C(=O)c3cccc(Cl)c3)C2)s1 (stereo not given)
 : 100	4	107	117	10	112	96	0
> O[C@H]1C2CCC1C(N1CCCCC1)CC2 (stereo not given in full)
 : 96	16	98	111	0	96	103	2
> COc1ccc(-n2c(Cc3ccccc3)nc3ccccc3c2=O)cc1
 : 95	1	98	92	6	94	95	-3
> Cc1ccc(CNC2=NCCS2)cc1
 : 108	9	96	106	-8	98	93	4
> C[C@]12CCC(=O)C=C1C=CC1C2CC[C@]2(C)C(=O)CCC12 (stereo not given in full)
 : 97	4	102	95	0	102	93	-3
> CN(C)C(=O)Oc1ccc(-c2cn3cc(Cl)ccc3n2)cc1
 : 94	-2	92	92	1	103	100	-5
> Cc1cc(C=O)c(C)n1CC1CCCO1 (stereo not given)
 : 100	5	97	104	4	98	96	-1
> O=Cc1c(C(=O)O)n(Cc2ccccc2F)c2ccccc12
 : 103	3	102	97	3	108	99	15
> CN(C)CCOC(=O)c1cn(Cc2ccccc2)c2ccccc12
 : 95	8	99	98	-1	101	99	2
> CC(C)CN1CCN(Cc2ccc(F)cc2Cl)CC1CCO (stereo not given)
 : 103	4	98	105	14	99	98	8
> NC(=O)Nc1cccc(C(F)(F)F)c1
 : 101	-1	101	96	-3	106	101	-1
> C[C@@H]1NCCc2cc(O)c(O)cc21
 : 92	-17	99	90	-2	91	90	-1
> c1cc2c(cc1[C@H]1OC[C@H]3[C@@H]1CO[C@@H]3c1ccc3c(c1)OCO3)OCO2
 : 100	0	99	91	2	95	86	-3
> Cc1cccc(N2C(=O)NC(=O)/C(=C\c3ccc(N4CCOCC4)cc3)C2=O)c1
 : 101	-6	99	99	-5	101	96	0
> O=C1NC(=O)C(=Cc2ccc(Oc3ccc([N+](=O)[O-])cc3)cc2)C(=O)N1
 : 101	-23	90	90	-3	97	83	-1
> O=C(O)C1(c2ccc(Cl)cc2)CCC1
 : 100	6	95	102	4	103	107	-1
> O=C(N/N=C/c1c(O)n(C2CCCCC2)c(=S)[nH]c1=O)c1ccccc1O
 : 92	-94	98	102	-57	98	98	8
> Cc1ccc2c(c1)c(=O)c1c3n2CCN(CC2CO2)C3CC1 (stereo not given)
 : 99	-2	96	96	-3	95	99	-1
> CCCCCCn1c(O)c(C=Nc2ccccc2N2CCOCC2)c(=O)[nH]c1=S
 : 102	-1	95	101	-11	98	95	2
> CCOc1ccc(CN2CCCC(C(=O)c3ccccc3OC)C2)cc1 (stereo not given)
 : 86	-2	103	94	5	108	99	4
> CC(C)OP(=O)(OC(C)C)C(NCc1ccccc1)c1ccccc1 (stereo not given)
 : 99	-2	98	100	-1	95	99	-1
> O=C(CCC(=O)N1CC2C[C@@H](C1)Cn1c2cccc1=O)NCCc1ccccc1
 : 105	-1	99	100	5	106	101	0
> CCOC(=O)c1nc2ccccc2c(=O)n1-c1cccc(C)c1
 : 108	3	97	100	-4	103	92	1
> CC(C)Oc1ccc(C2C(C#N)=C(N)Oc3c2c(=O)oc2ccccc32)cc1 (stereo not given)
 : 100	7	95	93	5	96	100	-2
> CCN1CC=C(c2c[nH]c3ccccc23)CC1
 : 102	8	98	96	-5	105	96	13
> Cn1cccc1/C=C1/C(=O)NC(=O)N(C(C)(C)C)C1=O
 : ?	-18	88	?	-4	?	71	1
> COc1ccccc1OCCCn1cc(C(C)=O)c2ccccc21
 : 103	-1	93	96	7	99	97	34
> CCOC(=O)c1c(-c2ccccc2)oc2ccc(OC(=O)N(C)C)cc12
 : 91	-3	96	92	9	98	91	7
> Cc1cc(C=C2C(=O)N(C)C(=O)N(C)C2=O)c(C)n1-c1ccccc1
 : 96	-7	104	101	-2	111	100	2
> FC(F)(F)c1cccc(-n2nnnc2C2(N3CCOCC3)CCCCC2)c1
 : 92	2	95	96	0	96	98	6
> CCC1CCCCN1P(=O)(c1ccc(C)o1)C(C)(C)C (stereo not given)
 : 90	-1	109	75	11	88	66	-2

High-throughput results from PubChem.

A portion of the library; count on the stated rates, not on these rows.
